Bioassay records as filed in PubChem BioAssay.
miR-122 sensor = miR-122 Renilla sensor signal increase in Huh7, primary screen, miR-122 inhibitor project, cell-based, single point, plate reader; Huh7 miR-122 Renilla luciferase sensor, 48 h; neutral wells = 0, positive control = 100; activation (reporter increase), % at 12.5 µM; hit rate 0.3% among 340,000; AID 602342, 2012;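 active means mean replicate activation score at least 90 and every replicate individually at or above 90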;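 further: higher luciferase means less miR-122 activity so hits act as miR-122 inhibitors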
Numbers without * were called inactive.

SMILES	miR-122 sensor
CCOC(=O)C(CC)n1nc(C)n2c(cc3occc32)c1=O (configuration not stated)	-1.0
O=C(CSc1nc2cccnc2n1Cc1ccccc1)NC1CCCCC1	3.7
Cc1ccc(/C=C2/NC(=O)N(Cc3ccc(Br)cc3)C2=O)o1	1.0
O=c1oc2ccccc2cc1-c1nc(-c2ccccc2)no1	-0.1
O=C(c1cccn2c(=O)c3cc(Cl)ccc3nc12)N1CCN(Cc2ccc3c(c2)OCO3)CC1	-8.7
CCOC(=O)c1c(C)c(C(=O)NCc2ccccn2)c(C)n1C	0.9
CCOC(=O)c1cc2sccc2n1CC(=O)OC	-0.6
Cc1ccc(S(=O)(=O)c2c(C)nn(C(C)(C)C)c2OC(=O)C2CCCC2)cc1	-1.2
Cc1cccc(NC(=O)CSc2nnnn2-c2cccnc2)c1	-13.0
CC(C)C(c1nnnn1C1CCCCC1)N1CCc2ccccc21 (configuration not stated)	-3.7
COc1ccc(-c2cccc(C(=O)Nc3ccc(OC)c(OC)c3)c2)cc1	16.5
CCn1c(SCC(=O)NC(C)(C)C)nnc1-c1ccoc1C	-13.0
CCOC(=O)c1[nH]c(COC(=O)C2CC(=O)N(Cc3ccccc3)C2)c(C(=O)OCC)c1C (configuration not stated)	3.4
COc1ccc(OC)c(C2C(C#N)=C(N)Oc3c2c(C)nn3-c2cccc(Cl)c2)c1 (configuration not stated)	29.9
CC(=O)C(C)Oc1ncn(-c2ccccc2)n1 (configuration not stated)	-4.9
O=C(Nc1nc(-c2ccccc2)cs1)NC1CCCCC1	-3.2
Cc1cccc(-n2c3nc(=O)[nH]c(=O)c-3cc3c(C)nn(-c4ccccc4)c32)c1C	5.2
O=C(NCCN1C(=O)CSC1=O)C1CC(=O)N(c2ccccc2)C1 (configuration not stated)	-17.2
O=C(O)c1cccc2cccnc12	0.0
Cc1ccc(NC(=O)C(C)N2C(=O)C3C4CC(C(Br)C4Br)C3C2=O)cc1 (configuration not stated)	6.3
CCN(CC)S(=O)(=O)c1cccc(C(=O)Nc2cc(C)cc(C)c2)c1	17.2
CCOc1cc(/C=N/NC(=O)c2cccnc2)ccc1OCC(=O)N1CCOCC1	-0.8
O=C(CN1CCOCC1)Nc1c2c(nc3ccccc13)N(Cc1ccccc1)CC2	-0.6
Cc1ccc(C2C3=C(CCCC3=O)Nc3[nH]c(=S)[nH]c(=O)c32)cc1 (configuration not stated)	-7.7
COc1cccc(CNC(=O)N[C@@H](CC(C)C)C(=O)O)c1	-5.5
COC(=O)Cc1cnc(NC(=O)C2C3CCC(C3)C2C(=O)O)s1 (configuration not stated)	1.1
CCOC(=O)c1c(C)oc2ccc(OCC(=O)N(CC)CC)cc12	23.4
C=CCNC(=O)c1csc(-c2ccccc2)n1	0.2
COc1cc(C(=O)Nc2cc(C)ccn2)cc(OC)c1OC	5.9
Cc1ccoc1C(=O)NCCNc1ccc(Cl)cc1[N+](=O)[O-]	-19.5
COc1cccc(S(=O)(=O)NCc2ccc(C(=O)Nc3ccc(C)cc3)cc2)c1	-0.2
O=C1CC(N2CCOCC2)C(=O)N1Cc1ccc(N2CCCC2=O)cc1 (configuration not stated)	-0.4
CCOC(=O)c1sc(NC(=O)CSc2nnnn2-c2ccccc2)c(C(=O)OCC)c1C	-5.2
O=C(NCc1ccccn1)C(C(=O)c1ccc(F)cc1)n1ccccc1=O (configuration not stated)	4.3
CC(C)=CCc1c([C@@H]2CCc3ccc(O)cc3O2)cc2c(c1O)OC(C)(C)C=C2	2.7
O=C(O)c1cccc(N/N=C/c2cc(Br)cc(Br)c2O)c1	-2.3
CC(=N\Nc1ccccc1)/C(=N/O)C(=O)Nc1ccccc1	6.1
Cc1cc(C)c(S(C)(=O)=O)c(Sc2ccc(Cl)cc2)n1	6.5
Brc1ccc(-c2nc(-c3ccccc3)no2)o1	9.3
Cc1cc(N)n2nc(-c3ccc(C(C)(C)C)cc3)cc2n1	-2.0
COc1ccc(-c2nc(C#N)c(N3CCN(c4cccc(Cl)c4)CC3)o2)cc1OC	-2.1
O=C(CN1CCCCCC1)N/N=C/c1ccc(Cl)c(Cl)c1	-3.2
Cc1cc(CC(=O)O)c(C)cc1CC(=O)O	-1.3
COc1ccc(N2CCN(CCNC(=O)CCN3C(=O)COc4ccccc43)CC2)cc1	0.6
C=C(C)CSc1nnc(-c2cc(OC)c(OC)c(OC)c2)n1N	-12.2
Cc1nnc(SC(C)C(=O)Nc2ccc3c(c2)OCCO3)s1 (configuration not stated)	3.8
Cc1cccc(/C=C2/C(=O)/C(=C/c3ccccc3C)C3CCC2N3C)c1 (configuration not stated)	-5.7
Cc1sc2ncnc(N3CCCCC3C)c2c1C (configuration not stated)	-2.7
CCOC(=O)C1CCN(C(=O)/C=C/c2cc(OC)c(OC)c(OC)c2)CC1	-0.2
CCCCCn1c(=O)[nH]c2cc(C(=O)NCc3ccc4c(c3)OCO4)ccc2c1=O	0.6
COc1cccc(C(=O)N2CCCc3ccccc32)c1	-22.8
O=C(O)CCCCCNC(=O)CCn1nnc2ccccc2c1=O	-4.2
O=c1[nH]c2ccc(S(=O)(=O)N3CCC(Cc4ccccc4)CC3)cc2o1	-1.4
COc1ccc(S(=O)(=O)N(CCN2CCOCC2)Cc2cc(OC)ccc2OC)cc1	0.6
CN1CCN(c2nc(-c3cccs3)cc(C(F)(F)F)n2)CC1	-0.3
CCCOc1cc(C)c(S(=O)(=O)n2nnc3ccccc32)cc1C	6.1
C[C@H](NC(=O)NC1CCCc2ccccc21)C(=O)O (some centres not stated)	1.4
CC(Sc1nnc(-c2ccc(Cl)cc2Cl)n1Cc1ccccc1)C(=O)Nc1nccs1 (configuration not stated)	-9.9
CC1(C)CC(=O)C2(CC3=C(CC(C)(C)CC3=O)O2)C(=O)C1	-15.0
CCOc1ccc(CCNC(=O)CCc2c(C)nc3ncnn3c2C)cc1OCC	-21.8

Reprinted at random: 7 compounds from above, in no set order.
SMILES	miR-122 sensor
COc1ccc(S(=O)(=O)N(CCN2CCOCC2)Cc2cc(OC)ccc2OC)cc1	0.6
O=c1[nH]c2ccc(S(=O)(=O)N3CCC(Cc4ccccc4)CC3)cc2o1	-1.4
Cc1sc2ncnc(N3CCCCC3C)c2c1C (configuration not stated)	-2.7
COc1ccc(-c2nc(C#N)c(N3CCN(c4cccc(Cl)c4)CC3)o2)cc1OC	-2.1
Cc1cc(CC(=O)O)c(C)cc1CC(=O)O	-1.3
COc1cccc(C(=O)N2CCCc3ccccc32)c1	-22.8
CCOC(=O)C1CCN(C(=O)/C=C/c2cc(OC)c(OC)c(OC)c2)CC1	-0.2

Following part
SMILES	miR-122 sensor
O=C(O)c1nn(-c2ccccc2)nc1-c1nn(-c2ccccc2)nc1C(=O)O	-3.0
CCN(Cc1ccccc1)Cc1cc(OC)cc(OC)c1	-5.4
Cn1c(-c2ccccc2)cc(=O)c2ccccc21	-5.1
Cc1cccc(N2CN(Cc3ccco3)CNC2=S)c1C	-0.2
CCOC(=O)COc1cc2c(C(=O)OCC)c(C)oc2cc1Br	-3.0
O=C(Nc1ccc(N2CCCCC2)c(Cl)c1)c1ncn[nH]1	-5.2
COc1ccccc1NC1=NC(c2ccc(Cl)cc2)N=C(N)N1 (configuration not stated)	43.1
CCCCCC(C)NC(=O)c1ccoc1C (configuration not stated)	-2.4
O=C1CC(N(C(=O)c2ccco2)c2ccc(F)cc2)C(=O)N1c1ccc(F)cc1 (configuration not stated)	-11.3
CC(=NCC1CCCO1)C1=C(O)CC(C)(C)CC1=O (configuration not stated)	-7.1
CCOC(=O)N1CCC2(CC1)C(C#N)=C(N)OC1=C2C(=O)CC(C)(C)C1	-7.8
O=C(Nc1ccc2c(c1)CCC2)c1ccc(F)cc1	-8.0
Cc1c(Cl)cccc1NC(=O)NC1CCCCC1	9.0
CCC(=O)N1CCc2cc(Br)cc(S(=O)(=O)N3CCN(C(=O)c4ccco4)CC3)c21	-5.2
NC(=O)c1nn(-c2cccc(Cl)c2)c(=O)cc1O	0.7
CN(C(=O)C1CCOC1)c1nnc(-c2ccncc2)s1 (configuration not stated)	-2.8
CCCn1nnnc1NCc1ccccc1OCc1ccc(F)cc1	64.1
O/N=C1\CCc2cc(Cl)ccc21	2.8
COc1ccc(C(=O)COC(=O)c2ccc(NC(=O)c3ccccc3)cc2)cc1	7.3
CC1CCC2C(C1)c1sc(=O)[nH]c1SC2(C)C (configuration not stated)	-6.1
CCCC(=O)N1CCN(c2ccc(NC(=O)c3ccc(OCC)c([N+](=O)[O-])c3)cc2)CC1	-11.3
N=C1C=CC=C2C1=NC1(CCCCC1)N2O	-6.2
CCOC(=O)C(Cc1ccccc1)NC(=O)CNC(C)=O (configuration not stated)	6.8
Cc1ccc(OCC(=O)OCC(=O)c2c(N)n(C)c(=O)n(C)c2=O)cc1C	2.9
O=[N+]([O-])c1ccc(N/N=C\c2cccn2-c2ccccc2)nc1	-9.2
CCSc1nc2cc(OC)c(OC)cc2c(=O)n1CCc1ccccc1	-6.1
COc1ccc(NC(=O)CSc2nnc(CNC(=O)c3ccco3)n2-c2ccccc2OC)cc1	9.9
O=[N+]([O-])c1ccccc1/C=C/CN1CCCCC1	4.4
Cc1ccc(C(=O)NN2C(=O)C3C4c5ccccc5C(c5ccccc54)[C@@H]3C2=O)cc1 (some centres not stated)	-3.8
COc1ccc(S(=O)(=O)N2CCC(C(=O)NCC(c3cccs3)N(C)C)CC2)cc1 (configuration not stated)	-6.6
O=C(NCc1ccncc1)Nc1ccccc1Cl	0.6
O=C(Nc1ccc(S(=O)(=O)N2CCCCC2)cc1)c1cnccn1	20.5
C=CCc1ccc(OCCOc2cccc3ccc(C)nc23)c(OC)c1	2.6
Cc1c(-n2c(=S)[nH]c3ccccc3c2=O)c(=O)n(-c2ccccc2)n1C	-3.7
Cc1csc(SCC(=O)NC(=O)NCc2ccccc2)n1	-0.9
Cc1c(NC(=O)CC(=O)Nc2c(C)n(C)n(-c3ccccc3)c2=O)c(=O)n(-c2ccccc2)n1C	-2.1
O=C(Nc1ccc(-c2csc(-c3ccccc3)n2)cc1)c1ccccc1	7.6
O=C(NCc1ccccc1)c1cccc(OCC(=O)N2CCN(C(=O)c3ccco3)CC2)c1	-2.8
CCCCOc1ccc(Br)cc1/C(C)=N/NC1=NCCN1	79.5
O=C(CSc1nnc(Cc2cccs2)n1C1CCCCC1)N1CCN(C(=O)c2ccco2)CC1	-5.3
CCOC(=O)c1cc(-c2ccccc2)n(CC(=O)Nc2ccc(OCC)cc2)c1C	-5.5
COc1cccc(OC)c1-c1nn2c(-c3cc(-c4ccccc4)n[nH]3)nnc2s1	6.8
CCCC(=O)c1c(NC(C)C)cc(C)oc1=O	0.9
O=S(=O)(c1ccccc1)N1N=C(c2cccs2)CC1c1ccc(Br)cc1 (configuration not stated)	2.0
O=S(=O)(c1ccc(Br)cc1)c1nc(-c2ccccc2)oc1NCc1cccnc1	31.4
Cc1nc(N2CCN(C(=O)COc3ccccc3)CC2)c2c(C)c(C)sc2n1	-1.9
Cc1cccc(C)c1NC(=O)CSc1nnc(-c2ccoc2C)n1C	2.2
Cc1c(/C(O)=C2/C(=O)C(=O)N(Cc3cccnc3)C2c2cccs2)cnn1-c1ccccc1 (configuration not stated)	-8.7
CCCCn1cc(SCC(=O)O)c2ccccc21	-11.5
CN(C)S(=O)(=O)c1cccc(C(=O)NCc2cccs2)c1	-4.2
O=C(c1cccc(F)c1)N1CCCC(C(=O)N2CCCC2)C1 (configuration not stated)	0.7
CCOC(=O)c1cnn(-c2ccccc2)c1-n1cccc1C(=O)C(=O)Nc1ccc(OC)cc1	-3.2
Cc1cccc(NC(=O)c2cc(NC(=O)C3CCCCC3C(=O)O)ccc2Cl)n1 (configuration not stated)	-5.8
CCCOc1ccc(C2=NNC(c3cccs3)=Nc3ccc(OC)cc32)cc1	-0.1
O=C(COC(=O)CNC(=O)C12CC3CC(CC(C3)C1)C2)Nc1ccccc1	-7.9
Cc1ccccc1OCCNc1cc(N2CCCCC2)ccc1[N+](=O)[O-]	-2.9
CCOc1ccc2nc(NC(=O)c3cnccn3)sc2c1	-2.2
COc1ccc(-c2nnc3n2N=C(C)CS3)cc1	0.4
CCOC(=O)c1cccc(NC(=O)COc2ccc([N+](=O)[O-])cc2)c1	-2.0
CCCc1nnc(NC(=O)CCN2C(=O)c3ccccc3C2=O)s1	3.3
Later entries.
SMILES	miR-122 sensor
CCCc1nc2c(=O)[nH]c3ccccc3c2o1	-4.1
COc1ccc(CNCCc2ccc(Cl)cc2)cc1OCc1ccccc1	-2.1
CCCCOc1ccc(OCCCC)c2c1NC1(N2)C(=O)N(C(C)=O)c2ccccc21	3.8
CCN(CC)S(=O)(=O)c1cccc(-c2nnc(SCc3nnc(-c4ccccc4)o3)n2C)c1	5.2
C/C(=N\NC(=O)c1cc(-c2cccnc2)nc2ccccc12)c1ccc(O)cc1O	0.0
COc1ccc(NC(=O)CN2C(=O)c3cccc4cccc2c34)cc1OC	-5.3
CC(=O)c1cnc(Nc2nc(C)c3cc(C)c(C)cc3n2)nc1C	-8.7
CN1CCN(S(=O)C23CC4CC(CC(C4)C2)C3)CC1 (configuration not stated)	9.4
COc1ccccc1N1CCN(C(=O)c2c(C)cc(=O)oc2C)CC1	-1.4
Cc1cccc(N2C(=O)CC(N3CCN(Cc4ccc(Cl)cc4)CC3)C2=O)c1 (configuration not stated)	-3.7
CCOC(=O)c1cccc(NC(=O)N[C@@H](C)C(=O)OC)c1	-2.1
O=C(CCCOc1ccccc1)N1CCc2ccccc2C1	-2.7
CC(C)CCNC(=O)C(c1ccco1)N(Cc1ccc(F)cc1)C(=O)c1snc(C(N)=O)c1N (configuration not stated)	10.7
Cc1ccc(C(=O)Cn2c(C)cc(C)c(C#N)c2=O)cc1	9.3
CCCCC(=Nc1ccc(N)cc1)C1=C(O)C(C(=O)OC)C(C)(C)CC1=O (configuration not stated)	-3.4
CCN(CC)c1ccc(/C=C(\C#N)C(=O)c2ccc(Br)cc2)cc1	-5.6

Entries from the list above containing a tert-butyl group:
SMILES	miR-122 sensor
Cc1ccc(S(=O)(=O)c2c(C)nn(C(C)(C)C)c2OC(=O)C2CCCC2)cc1	-1.2
CCn1c(SCC(=O)NC(C)(C)C)nnc1-c1ccoc1C	-13.0
Cc1cc(N)n2nc(-c3ccc(C(C)(C)C)cc3)cc2n1	-2.0

Some of the compounds tested. The share of hits here may be higher or lower than overall.
